High-throughput results from PubChem.
CTSL1 counter: Fasciola hepatica cathepsin L1 inhibitors, primary screen, counter-screen for PFM18AAP inhibitor project, biochemical, QFRET, fluorogenic peptide substrate; recombinant F. hepatica cathepsin L1, Z-Leu-Arg-MCA fluorescence; inhibition, % at 5.96 µM; 300,000 tested, 0.49% active;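 active = inhibition above the mean of all tested compounds plus 3 SD, set per screening campaign, cut at about 17% in these data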;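 note: 0% = plate median of test compound wells and 100% = 1 µM Z-Phe-Ala-diazomethylketone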
PP5 primary: PP5 phosphatase inhibitors, primary screen, biochemical, fluorescence. Serine/threonine-protein phosphatase 5 (Homo sapiens), P53041. 320,000 tested, 0.18% active. inhibition, % at 6.7 µM. purified PP5c, OMFP substrate fluorescence;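 active = inhibition above the campaign's mean inhibition across all tested compounds plus 3 SD, cut at about 9.5% in these data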;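 note: 0% = DMSO only and 100% = 100 µM cantharidin control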
Target sequence (P53041 whole entry, looked up): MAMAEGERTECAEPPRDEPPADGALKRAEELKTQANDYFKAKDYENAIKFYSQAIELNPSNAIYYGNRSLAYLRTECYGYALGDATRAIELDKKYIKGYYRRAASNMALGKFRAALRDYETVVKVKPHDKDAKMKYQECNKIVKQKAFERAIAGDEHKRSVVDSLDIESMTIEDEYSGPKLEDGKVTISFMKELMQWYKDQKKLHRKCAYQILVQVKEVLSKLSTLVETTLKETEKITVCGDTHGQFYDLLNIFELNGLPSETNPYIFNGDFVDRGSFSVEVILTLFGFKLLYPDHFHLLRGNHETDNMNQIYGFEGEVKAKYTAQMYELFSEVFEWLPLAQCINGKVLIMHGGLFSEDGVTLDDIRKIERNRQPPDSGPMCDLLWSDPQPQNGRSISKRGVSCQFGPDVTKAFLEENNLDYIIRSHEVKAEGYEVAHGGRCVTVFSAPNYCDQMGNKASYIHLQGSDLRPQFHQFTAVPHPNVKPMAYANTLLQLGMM
PP1 inh: PP1-alpha phosphatase inhibitors, primary screen, counter-screen for PP5 inhibitor project, biochemical, fluorescence, OMFP substrate, single point; 320,000 tested, 0.9% active; AID 2235, 2010; inhibition, % at 6.7 µM; Serine/threonine-protein phosphatase PP1-alpha catalytic subunit (Homo sapiens), P62136; purified PP1alpha;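 active = inhibition above the mean inhibition of all tested compounds plus 3 SD, computed separately for each screening campaign, cut at about 15% in these data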
AHR activator: AHR activators, primary screen, cell-based, luminescence, luciferase reporter, human; 320,000 tested, 2.5% active; AHR-responsive luciferase reporter cells; activation, % at 5 µM; Aryl hydrocarbon receptor (Homo sapiens), P35869; in the data active = activation above about 47%;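 note: 0% = vehicle wells and 100% = reference agonist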
procasp3 activ: activators of human procaspase-3 D3A mutant, primary screen, biochemical, absorbance, PC-3 D3A mutant, single concentration; activation, % at 8.5 µM; 330,000 tested, 0.11% active; recombinant procaspase-3 D3A, Ac-DEVD-pNA absorbance 405 nm;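 active = activation above the mean of all tested compounds plus 3 SD, cut at about 21% in these data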;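 note: 0% = DMSO alone and 100% = DMSO wells spiked with extra 5 µM PC-3 D3A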
Target sequence (P42574 whole entry D9A/D28A/D175A): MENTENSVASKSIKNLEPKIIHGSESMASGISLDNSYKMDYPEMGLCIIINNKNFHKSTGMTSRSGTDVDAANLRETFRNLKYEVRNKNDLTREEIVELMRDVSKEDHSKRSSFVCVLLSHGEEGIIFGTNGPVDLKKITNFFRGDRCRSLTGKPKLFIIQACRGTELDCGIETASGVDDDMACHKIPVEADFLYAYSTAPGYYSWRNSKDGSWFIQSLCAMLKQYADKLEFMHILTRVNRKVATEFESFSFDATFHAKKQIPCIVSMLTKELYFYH
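Assay system – Procaspase-3 D3A mutant · Benchmarks – DMSO low control, extra-enzyme high control · Technique – 405 nm absorbance of p-nitroaniline, reads at 0 and 120 min · Doses – 8.5 µM nominal · Measure – % activation between DMSO and enzyme-spiked controls · Also added – Ac-DEVD-pNA chromogenic peptide substrate · Schedule – 1 h compound preincubation, 2 h substrate hydrolysis at 25 °C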
PAFAH2 inh: PAFAH2 enzyme inhibitors, primary screen, biochemical, fluorescence polarization, human | recombinant PAFAH2, FP-rhodamine activity probe | AID 492956, 2010 | 340,000 tested, 0.99% active | Platelet-activating factor acetylhydrolase 2, cytoplasmic (Homo sapiens), Q99487 | inhibition, % at 3.39 µM;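 active = inhibition above the mean over all tested compounds plus 3 SD, cut at about 30% in these data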;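 note: inhibitors block probe labeling of enzyme so polarization drops; 0% = enzyme with DMSO and 100% = wells lacking PAFAH2 protein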
TPT1 inh: Candida albicans TPT1 enzyme inhibitors, primary screen, biochemical, fluorescence polarization; inhibition, % at 5 µM; AID 1962, 2009; tRNA 2'-phosphotransferase TPT1 (Candida albicans SC5314); recombinant caTPT1, FP RNA substrate dephosphorylation; 300,000 tested, 0.81% active;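 active = inhibition above the mean of all tested compounds plus 3 SD, set per screening campaign, cut at about 24% in these data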;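 note: plate controls were DMSO alone for no effect and ferristatin control at 100 nM for full effect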
proCasp7 act: procaspase-7 activators, primary screen, counter-screen for procaspase-3 activator project, biochemical, absorbance, HTS, human | Caspase-7 (Homo sapiens), P55210 | recombinant procaspase-7, Ac-DEVD-pNA absorbance 405 nm; D23A/D198A/D206A triple mutant, cannot self-cleave; scale: DMSO 0, 5 µM enzyme 100 | activation, % at 8.5 µM | 330,000 tested, 0.093% active | AID 463210, 2010;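 active = percent activation above the screen-wide mean plus 3 SD, cut at about 25% in these data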
Target sequence (P55210 whole entry D23A/D198A/D206A): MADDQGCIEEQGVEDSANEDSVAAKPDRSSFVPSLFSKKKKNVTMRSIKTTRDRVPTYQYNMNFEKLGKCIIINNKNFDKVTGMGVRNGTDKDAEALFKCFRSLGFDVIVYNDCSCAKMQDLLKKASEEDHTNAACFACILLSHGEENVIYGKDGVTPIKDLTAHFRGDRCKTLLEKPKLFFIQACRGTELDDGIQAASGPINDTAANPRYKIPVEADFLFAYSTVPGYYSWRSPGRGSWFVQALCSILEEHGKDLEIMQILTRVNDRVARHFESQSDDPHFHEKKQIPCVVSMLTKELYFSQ
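Test system: Procaspase-7 triple mutant (PC-7 D3A). Also added: Ac-DEVD-pNA substrate, 400 µM as added. Schedule: 1 h enzyme–compound preincubation and 2 h substrate reaction, both 25 °C. Signal: p-Nitroaniline absorbance at 405 nm, read at 0 and 120 min. Control set: low DMSO alone, high DMSO plus 5 µM PC-7.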
core dimer inh: inhibitors of HCV core protein dimerization, primary screen, biochemical, TR-FRET, high-throughput. TR-FRET GST/Flag-core106 dimerization, 1536-well. inhibition, % at 5 µM. 300,000 tested, 0.33% active;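 active = inhibition above the mean of all tested compounds plus 3 SD, set per screening campaign, cut at about 45% in these data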
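Assay system: GST-tagged and Flag-tagged HCV core protein residues 1-106 / Times: compound-protein-antibody incubation 4 h at 22.5 °C / Signal: time-resolved FRET, ex 340 nm, em 617 and 671 nm / Evaluation: % inhibition based on acceptor/donor emission ratio / Benchmarks: wells lacking GST-core106 and wells with excess unlabelled core106 / Repeats: singlicate, one well per compound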
An asterisk follows results filed as active; . = no result given.

SMILES | CTSL1 counter | PP5 primary | PP1 inh | AHR activator | procasp3 activ | PAFAH2 inh | TPT1 inh | proCasp7 act | core dimer inh
COc1ccc(NC(=O)Cn2c(=O)n(CC3CCCO3)c(=O)c3cc(OC)c(OC)cc32)cc1OC (stereo not given) | 0 | 1.6 | -1 | 6 | 5 | 2 | -2 | 0 | -6
CCn1c(=O)cc(SCC(=O)NCCN2CCN(Cc3ccccc3)CC2)c2ccccc21 | -6 | -0.2 | -2 | 5 | 13 | -3 | -4 | 5 | 2
C[C@H](NC(=O)[C@@H]1Cc2ccccc2CN1C(=O)OC(C)(C)C)C(=O)NCc1ccco1 | 5 | 0.8 | -2 | -1 | -4 | -12 | -5 | -3 | -11
COC(=O)C1=C(C)N(CCc2cc(OC)c(OC)c(OC)c2)C(=O)N[C@H]1c1ccccc1 | -3 | 2.0 | 8 | -1 | -4 | 2 | 3 | -2 | 4
S=C(NCc1cccs1)Nc1cccc(Cl)c1Cl | 5 | 2.0 | -6 | 6 | -7 | 2 | -2 | -11 | -1
CCc1cc2c(SCC(=O)c3cccs3)ncnc2s1 | 6 | 2.4 | -1 | 46 | -2 | -1 | 6 | 1 | 8
Cc1cccc(NC(=O)CSc2nnc([C@H](C)NC(=O)OC(C)(C)C)o2)c1C | 6 | 2.1 | -1 | 3 | 0 | -2 | -5 | 1 | -11
CN(CCCC1CCCC1)C(=O)c1cc(COc2c(F)cccc2F)on1 | 1 | 4.8 | 0 | 0 | 1 | 1 | -1 | -1 | 6
CCOC(=O)Cn1c(=N)n(Cc2ccccc2F)c2ccccc21 | 8 | 0.9 | 3 | 0 | 5 | -16 | 0 | 11 | 2
CN1C(C(=O)NCC2CC2)CC2Cn3c(nc4cc(Cl)c(Cl)cc43)C21 (stereo not given) | 2 | -0.9 | 1 | 2 | 6 | -5 | -4 | 8 | -6
CC1CN(S(=O)(=O)c2cccc(C(=O)NN3CCN(C)CC3)c2)CC(C)O1 (stereo not given) | 2 | 0.9 | -1 | 2 | 6 | 3 | -3 | 10 | -12
C=CCn1c[n+](CC(=O)c2ccc(Br)s2)c2ccccc21 | 2 | 1.0 | 11 | 0 | -6 | . | 3 | 4 | -1
O=C(NCCC1=CCCCC1)C1CCN(C(=O)c2ccc(Cl)cc2)CC1 | -3 | 1.0 | -6 | 1 | 4 | 2 | -1 | -2 | 3
CS(=O)(=O)Nc1cccc(C2=NN(S(=O)(=O)c3ccccc3)C(c3cccs3)C2)c1 (stereo not given) | -2 | -0.1 | 2 | 0 | -9 | 5 | -1 | 2 | 4
CCOC(=O)c1c(C)nc2c(c1-c1cc(OC)c(OC)c(OC)c1)C(=O)c1ccccc1-2 | 3 | -1.5 | -2 | 3 | -2 | 3 | -1 | 1 | -2
CCCN1C(=O)c2ccccc2NC1c1cc(OC)c(OC)c(OC)c1 (stereo not given) | 1 | -2.0 | -1 | 7 | 1 | -5 | 0 | 14 | 0
O=C(Cc1ccc2c(c1)CCCC2)Nc1ccc2ccccc2c1 | 5 | 4.0 | 4 | 31 | 9 | -9 | -4 | -10 | -4
CCc1nn2c(=O)cc(COc3ccc(/C=C4\C(=N)N5N=C(C)SC5=NC4=O)cc3)nc2s1 | 4 | -0.5 | 8 | 2 | 8 | 1 | 1 | 8 | 47*
Cc1ccc(C(=O)N/C(=C\c2cccs2)C(=O)NCCc2ccccn2)cc1C | 5 | 1.2 | -1 | 0 | 3 | 8 | -8 | 8 | -4
Cc1ccccc1OCC(=O)Nc1nc2ccccc2[nH]1 | -3 | 1.4 | -2 | -4 | 1 | 0 | 1 | 7 | 0
CCCCC(=O)Nc1ccc(C(=O)NNC(=O)c2ccco2)cc1 | -21 | 2.3 | -2 | 3 | 4 | -7 | 0 | -1 | -12
CC(C)=NNc1nc2c(c(=O)n(C)c(=O)n2C)n1C | -3 | 1.9 | 1 | 9 | -4 | . | -3 | 3 | 0
O=C(Cc1c(F)cccc1Cl)N1CCCC1 | -2 | 1.0 | 6 | -5 | 3 | 10 | -3 | 2 | 2
Cn1cccc1CC(=O)NNC(=S)Nc1ccc(F)cc1 | 7 | -5.4 | -1 | 7 | -19 | 2 | -2 | -14 | -5
CN(C)C(=O)CSc1nc2cc(S(=O)(=O)N3CCOCC3)ccc2o1 | . | . | . | -1 | 1 | 4 | . | -14 | .
New compounds follow:
SMILES | CTSL1 counter | PP5 primary | PP1 inh | AHR activator | procasp3 activ | PAFAH2 inh | TPT1 inh | proCasp7 act | core dimer inh
Cc1cc(C)nc(NC(N)=NC2CCCCC2)n1 | -2 | 2.8 | -1 | 35 | -6 | -3 | -2 | 2 | -2
COc1ccc(S(=O)(=O)N2CCN(C(=O)c3cc(-c4ccc(C)cc4)n[nH]3)CC2)cc1 | 0 | 4.0 | 2 | 2 | 3 | -7 | 4 | -5 | 12
COc1ccccc1Cc1noc(COc2cccc(C)c2C)n1 | -1 | 5.2 | 1 | 3 | 1 | -7 | 2 | -2 | -2
Cn1c(C(C#N)C(=O)Cc2cccc3ccccc23)nc2ccccc21 (stereo not given) | -3 | -0.1 | -6 | 2 | -2 | -1 | -4 | 12 | 4
COc1cccc(/C=N/NC(=O)CCc2c(C)n[nH]c2C)c1O | 2 | -1.7 | -2 | 7 | 16 | 6 | 0 | 4 | 1
O=c1[nH]c(-c2ccccn2)cc2ccccc12 | 1 | 0.0 | 3 | 12 | -5 | 1 | -3 | 1 | -9
CCCn1nc2cc(C(=O)NCc3ccc4c(c3)OCO4)ccc2c1OCC | 0 | -0.4 | 6 | -1 | 9 | -3 | -2 | -1 | -2
COc1ccc(NC(=O)C2CCCN(S(=O)(=O)c3c(C)n[nH]c3C)C2)cc1 (stereo not given) | -2 | 3.2 | 2 | 5 | 5 | 2 | -5 | 1 | -1
COc1ccc(C)cc1NC(=O)C/C(C)=N/NC(=O)Cc1cccc2ccccc12 | -4 | 0.9 | -7 | 18 | 3 | -2 | 5 | -3 | -6
CN(C)CCCNC(=O)/C=C/c1ccc(OCc2c(F)cccc2Cl)cc1 | 2 | 3.0 | -2 | -1 | 2 | -3 | 1 | 4 | -6
O=C(Nc1nnc(-c2cccs2)s1)c1cccc(F)c1 | 2 | 2.4 | 11 | 56* | 1 | -4 | 4 | -4 | 0
COC(=O)c1ccc(N2CCN(C(=O)C3CC3)CC2)c([N+](=O)[O-])c1 | -1 | 1.7 | -1 | 1 | -7 | 2 | 1 | -4 | 2
NS(=O)(=O)c1ccc(NC(=O)CSc2ccccn2)cc1 | 4 | 0.3 | 0 | 0 | 6 | 7 | 1 | 7 | -2
Cc1ccc(N2C(=O)C3C4C=CC(C4)C3C2=O)cc1C (stereo not given) | -1 | 1.9 | -1 | -1 | -5 | -2 | 1 | 5 | 0
COc1ccc(S(=O)(=O)N2CCC(C(=O)NCCN3CCOCC3)CC2)cc1OC | 4 | 1.7 | 1 | 0 | 6 | 2 | -2 | 3 | 3
COC(=O)c1cc(-c2cccc(OC)c2)n[nH]1 | 5 | -3.0 | -5 | 5 | 4 | 3 | -1 | 10 | -2
CC[C@@]12C(=O)N(c3cccc(Br)c3)C(=O)N1[C@H](c1cccc(C)c1)[C@@H]1C(=O)N(Cc3ccccc3)C(=O)[C@@H]12 | 3 | 3.8 | 7 | 1 | 1 | -6 | -2 | -1 | 11
CN1CCC(NC(=O)c2cccs2)CC1 | 0 | 1.1 | -2 | 1 | 0 | 2 | -1 | -4 | -13
Clc1ccc(SCc2cn3ccsc3n2)cc1 | -4 | 3.5 | 2 | -4 | 7 | 6 | -2 | 2 | -2
CCOC(=O)NC(=O)COC(=O)CNC(=O)c1cccc(OC)c1 | -10 | -0.7 | 0 | 3 | 1 | -3 | 0 | 10 | 1
CCC(C(=O)OCC(=O)Nc1c(Cl)cccc1Cl)c1ccccc1 (stereo not given) | 0 | 3.7 | -2 | 3 | 5 | -4 | 0 | -7 | 1
O=C(NCc1ccncc1)C(=O)C1C(=O)Nc2ccccc21 (stereo not given) | 0 | -0.2 | 0 | 24 | -3 | -1 | 4 | 5 | -2
COc1ccc(NS(=O)(=O)c2c(C(=O)N3CCCCCC3)c(C)n(C)c2C)cc1 | -7 | 2.0 | 5 | 3 | -9 | -3 | -8 | 2 | -12
COc1ccccc1CCc1nnc(N)s1 | 0 | 4.8 | -3 | 3 | 9 | -4 | 1 | -4 | -11
Cn1c(SCC(=O)N/N=C/c2ccc(O)c(O)c2)nc2ccccc21 | -4 | -0.7 | -3 | 4 | -9 | 5 | 0 | 4 | -6

Reformatted in CSV form: entries from further up.
Compound,CTSL1 counter,PP5 primary,PP1 inh,AHR activator,procasp3 activ,PAFAH2 inh,TPT1 inh,proCasp7 act,core dimer inh
COc1ccc(S(=O)(=O)N2CCC(C(=O)NCCN3CCOCC3)CC2)cc1OC,4,1.7,1,0,6,2,-2,3,3
COC(=O)c1cc(-c2cccc(OC)c2)n[nH]1,5,-3.0,-5,5,4,3,-1,10,-2
CC[C@@]12C(=O)N(c3cccc(Br)c3)C(=O)N1[C@H](c1cccc(C)c1)[C@@H]1C(=O)N(Cc3ccccc3)C(=O)[C@@H]12,3,3.8,7,1,1,-6,-2,-1,11

Next section.
SMILES | CTSL1 counter | PP5 primary | PP1 inh | AHR activator | procasp3 activ | PAFAH2 inh | TPT1 inh | proCasp7 act | core dimer inh
O=C(c1ccoc1)N1CCC2(CC1)Oc1ccc(Cl)cc1C(=O)C21CC(c2ccccc2)=NO1 (stereo not given) | 1 | 2.7 | 1 | 2 | 1 | -1 | -4 | 0 | 4
CCOC(=O)c1ccc(NC(=O)CN2CCN(Cc3ccccc3)CC2)cc1 | -2 | 0.4 | -3 | -2 | -1 | -1 | 4 | -10 | 4
CC(OC(=O)/C=C/c1cccc(F)c1)C(=O)NC1CCCCC1C (stereo not given) | -14 | -0.1 | -1 | -2 | -2 | -2 | -2 | 5 | 1
O=C(COC(=O)/C=C/c1ccc(Br)o1)Nc1cccc(S(=O)(=O)N2CCOCC2)c1 | . | . | . | 0 | 7 | 42* | . | -10 | .
COc1ccc(-n2ccnc2CN2CCN(C3CCCC3)C(CCO)C2)cc1 (stereo not given) | 1 | 0.4 | -2 | 3 | 8 | -1 | -1 | 5 | -3
Cc1ccc(-n2nnc3c(=O)n(CC(=O)NCc4ccco4)cnc32)cc1 | 1 | 1.3 | 3 | 11 | 11 | 5 | -1 | 10 | 13
